Source: PubChem
CF NFkB inh – inhibitors of PAF-induced NF-kB signaling, primary screen, cell-based, GFP fluorescence, uHTS; AID 588850, 2011; KKLEB NF-kB-GFP reporter, GFP fluorescence overnight; inhibition, % at 5 µM; 360,000 tested, 0.86% active;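 active means at least 50% inhibition at 5 µM, scaled per plate between neutral and stimulator controls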;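 further: PAF is a Pseudomonas aeruginosa culture filtrate used as stimulus; plate controls were PAF-stimulated DMSO wells for no effect and unstimulated DMSO wells for full effect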
HIF-2a block – HIF-2a reporter inhibitors, primary screen, luminescence, 786-0 RCC cells. inhibition, % at 18.8 µM. AID 624352, 2012. 360,000 tested, 0.72% active. 786-0 RCC cells HIF-2a reporter, luciferase luminescence, overnight;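 active means inhibition of the luminescence signal of 40% or more relative to plate controls, in a single-dose primary screen at 18.75 µM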
MITF TRPM1 inh – inhibitors of MITF-dependent TRPM1 promoter reporter, primary screen, cell-based, SK-MEL-5, single point, luciferase; inhibition, % at 12.5 µM; 330,000 tested, 0.83% active; SK-MEL-5 TRPM1 promoter luciferase, 24 h; AID 488899, 2010;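 active means mean inhibition across replicates of 60% or more, whatever share of single replicates reaches that level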; further: values of inactives mirror those of a sister screen read the other way
TWEAK-Fn14 inh – inhibitors of TWEAK-Fn14 signaling, primary screen, luciferase reporter cells, uHTS; TWEAK-stimulated Fn14 reporter cells, luciferase luminescence, 8 h; inhibition, % at 10 µM; 360,000 tested, 2% active; AID 1159606, 2016; in the data active means inhibition above about 50%
NR2E3 ag-1 – NR2E3 agonists in two-hybrid cells, primary screen, cell-based, luminescence, CHO-S, Gal4-NCOR/VP16-NR2E3; AID 602229, 2012; inhibition of corepressor binding, % at 3.98 µM; Photoreceptor-specific nuclear receptor (Homo sapiens), Q9Y5X4; luciferase; 360,000 tested, 0.35% active;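 active means inhibition above the mean of all tested compounds plus 3 SD, cut at about 70% in these data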;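 further: 0% = DMSO with NR2E3 transfected cells and 100% = cells lacking NR2E3 construct; higher means lower luciferase signal from less NR2E3 corepressor binding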
Target sequence (Q9Y5X4 whole entry, looked up, the tested form may be a part): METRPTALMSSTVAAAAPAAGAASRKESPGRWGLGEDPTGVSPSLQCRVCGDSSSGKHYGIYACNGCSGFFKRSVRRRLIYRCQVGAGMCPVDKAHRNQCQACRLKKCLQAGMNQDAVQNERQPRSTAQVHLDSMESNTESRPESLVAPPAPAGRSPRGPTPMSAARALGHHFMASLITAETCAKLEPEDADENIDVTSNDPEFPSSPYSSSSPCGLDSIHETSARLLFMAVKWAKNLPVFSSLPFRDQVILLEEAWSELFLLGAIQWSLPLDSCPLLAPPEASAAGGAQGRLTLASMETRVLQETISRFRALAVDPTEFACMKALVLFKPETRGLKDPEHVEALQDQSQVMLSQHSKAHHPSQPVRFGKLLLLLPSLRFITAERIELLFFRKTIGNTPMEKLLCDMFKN
TROY NFkB inh – inhibitors of TROY-driven NF-kB signaling, primary screen, Q293 LMP1-TROYcd cells, NF-kB luciferase, uHTS | Q293 LMP1-TROYcd NF-kB luciferase reporter, 4 h | inhibition, % at 10 µM | 360,000 tested, 0.98% active | AID 1347056, 2019;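 active means compounds whose plate-normalised and pattern-corrected inhibition of the luciferase reporter signal at the single screening dose is 50% or more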
NR2E3 ag-2 – inhibitors of NR2E3-RetCOR corepressor binding, primary screen, NR2E3 agonist project, biochemical, TR-FRET, GST-NR2E3, biotin-RetCOR; Photoreceptor-specific nuclear receptor (Homo sapiens), Q9Y5X4; 1536-well; inhibition of corepressor binding, % at 4.78 µM; 320,000 tested, 0.12% active; AID 2300, 2010;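 active means percent inhibition above the cutoff of mean plus 3 SD of all tested compounds, set per screening campaign, cut at about 20% in these data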;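 further: 0% = DMSO wells and 100% = biotin wells as full block of FRET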
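Material: NR2E3–RetCOR corepressor complex / Incubation: Compound–protein incubation for 5 h at 4 °C / Dosing: compound at 4.8 µM, single dose / Detection: time-resolved FRET / Benchmarks: high control biotin, low control 0.6% DMSO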
KKLEB tox – cytotoxicity in KKLEB CF airway cells, primary screen, cytotoxicity control for CF NF-kB inhibitor project, cell-based, uHTS, fluorescence assay plates; KKLEB CF airway cells viability, ATPlite luminescence, overnight; stronger effect = lower value; cells stimulated with P. aeruginosa culture filtrate; activity change (cytotoxicity), % at 5 µM; 360,000 tested, 0.36% active;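 active means corrected activity change at or below -50% at 5 µM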
Peg3 prom inh – Peg3 promoter-driven luciferase inhibitors, primary screen, cell-based, HeLa, luciferase luminescence | HeLa PEG-Prom luciferase reporter, overnight | inhibition, % at 20 µM | 360,000 tested, 1.7% active;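 active means inhibition of at least 50% at 20 µM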
Shn3 inh set2 – reduction of Shn3 3'UTR firefly luciferase signal, primary screen, Schnurri-3 inhibitor project, cell-based, Clone20 osteoblasts, set 2 | Clone20 osteoblast Shn3 3'UTR firefly luciferase, 24 h | inhibition, % at 12.5 µM | 360,000 tested, 0.52% active;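 active means mean inhibition of at least 75% with every replicate also reaching 75%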;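 further: 0% = median of neutral control wells and 100% = pilot-screen positive control compound; some compounds past the cut are filed as inactive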
C8 TRAIL sens – viability loss with TRAIL in NB7+C8 cells, primary screen, TRAIL sensitizer project, cell-based, ATPlite luminescence | 360,000 tested, 1% active | AID 624354, 2012 | inhibition (viability loss, TRAIL sensitization), % at 10 µM;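 active means compounds causing at least 50% loss of cell viability in the single-dose screen, relative to plate controls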
An asterisk follows results filed as active; x = no result given.

A first look (2 entries):
SMILES | CF NFkB inh | HIF-2a block | MITF TRPM1 inh | TWEAK-Fn14 inh | NR2E3 ag-1 | TROY NFkB inh | NR2E3 ag-2 | KKLEB tox | Peg3 prom inh | Shn3 inh set2 | C8 TRAIL sens
O=C1CC(c2ccccc2)CC(O)=C1C=NCc1ccc(Cl)c(Cl)c1 (configuration not stated) | -5 | 6 | 14 | 76* | -3 | x | 2 | 2 | 15 | 2 | 6
CCOc1cc(N2CCOCC2)c(OCC)cc1NC(=O)c1ccc(C)cc1 | 15 | 11 | -4 | -7 | -32 | 14 | 2 | -9 | 6 | -6 | 2

The listing, from the start:
SMILES | CF NFkB inh | HIF-2a block | MITF TRPM1 inh | TWEAK-Fn14 inh | NR2E3 ag-1 | TROY NFkB inh | NR2E3 ag-2 | KKLEB tox | Peg3 prom inh | Shn3 inh set2 | C8 TRAIL sens
O=C1CC(c2ccccc2)CC(O)=C1C=NCc1ccc(Cl)c(Cl)c1 (configuration not stated) | -5 | 6 | 14 | 76* | -3 | x | 2 | 2 | 15 | 2 | 6
CCOc1cc(N2CCOCC2)c(OCC)cc1NC(=O)c1ccc(C)cc1 | 15 | 11 | -4 | -7 | -32 | 14 | 2 | -9 | 6 | -6 | 2
Cn1cccc1/C=C1/SC(=O)N(CC(=O)N2CCCC2)C1=O | 9 | -1 | 10 | 8 | 13 | 0 | -2 | -8 | 2 | -1 | -25
CCOC(=O)N1CCN(c2cc(=O)n(-c3ccccc3Cl)c(=O)[nH]2)CC1 | 20 | 7 | -4 | -26 | -9 | 12 | 4 | -18 | 5 | -13 | 1
CC(Sc1nnc(-c2ccncc2)n1C)C(=O)NCC1CCCO1 (configuration not stated) | -2 | 1 | 3 | 6 | -10 | 11 | 2 | 0 | -15 | -13 | -3
CC(=O)Nc1cccc(-c2nnc(SCC(=O)n3c4c(c5ccccc53)CCCC4)n2C)c1 | -4 | -5 | -9 | -3 | 1 | -48 | 2 | 7 | -7 | -7 | -14
Cc1c(C(=O)OCC(=O)N(C)C2CCS(=O)(=O)C2)oc2ccc(Br)cc12 (configuration not stated) | 4 | 8 | -4 | -19 | -22 | -3 | -3 | 5 | 17 | 6 | 8
COC(=O)c1c(-c2cccc(C)c2)csc1N | 13 | 9 | 0 | 9 | -30 | -23 | 0 | -14 | 5 | -12 | -3
Cc1c(CCCl)c(Cl)n2c(nc3ccccc32)c1C#N | 78* | 84* | 97* | 109* | -17 | 27 | x | -85* | 101* | 99* | 88*
CCn1c2ccccc2c2cc(NC(=O)c3cc(C)on3)ccc21 | -1 | -23 | -6 | -7 | -51 | -36 | 7 | -16 | 1 | -5 | 25
O=c1cc(-c2ccccc2)[nH]c2cc(Cl)ccc12 | 41 | 26 | 18 | -8 | -32 | 21 | 1 | 0 | -19 | 14 | 18
Cc1ccc(C(=O)Nc2ccc3c(c2)OCCO3)cc1 | -6 | 22 | 36 | 84* | -154 | 43 | x | -18 | 30 | 32 | 84*
COc1ccccc1NC(=S)NCCSc1ccc(Cl)cc1 | 3 | 3 | 3 | 5 | 6 | 7 | 0 | 10 | 1 | -4 | -6
COc1ccc(Nc2nc(C(C)(C)C)nc3c2nnn3Cc2ccccc2Cl)cc1OC | 12 | 3 | 5 | 17 | 12 | -6 | 1 | -22 | 11 | 56 | 16
COC(=O)C1=C(C)N(c2ccc(Cl)c(Cl)c2)C(=O)C1 | 6 | 21 | -5 | 0 | -8 | 9 | 0 | -22 | 17 | 11 | -14
CC(C)c1nnc(NC(=O)CSc2ncn[nH]2)s1 | 1 | 9 | 1 | -1 | 3 | 15 | 2 | 3 | 12 | -5 | 4
Cc1ccc2cccc(NC(=O)c3ccc(Br)o3)c2n1 | 16 | -28 | 40 | 30 | 20 | 11 | 3 | -19 | 18 | 2 | 1
Cc1ccc(CN(C)C(=O)C2CCC(=O)N(CC3CCCCC3)C2)o1 (configuration not stated) | -14 | 7 | 1 | 0 | -7 | 12 | 3 | 5 | 14 | 18 | -10
CN1CCN(S(=O)(=O)c2cccc(C(=O)Nc3sccc3C#N)c2)CC1 | 2 | 3 | 0 | 8 | -21 | -1 | 3 | -14 | -19 | 15 | -13
CC1CCCN(CCOc2ccc(Br)cc2)C1 (configuration not stated) | -4 | 6 | -3 | 2 | 18 | -27 | 2 | 7 | 8 | 5 | -6
COc1ccc(OC)c(NC(=O)COC(=O)CN(C)S(=O)(=O)c2ccc(C)cc2)c1 | 4 | 13 | 9 | 4 | 23 | 22 | -1 | -5 | -12 | 2 | -6
Cc1cc(-c2ccccc2)n2nc(N)nc2n1 | 18 | 5 | -8 | 16 | 2 | 1 | 0 | -7 | 3 | 0 | 1
O=C(CCC1N=C2c3ccccc3N=C(SCc3ccc(Cl)cc3)N2C1=O)NCc1ccco1 (configuration not stated) | -8 | -17 | 0 | -11 | -20 | -46 | -1 | 5 | 6 | 3 | 0
COc1ccc(N(Cc2cc3ccc(C)cc3[nH]c2=O)C(C)=O)cc1 | -4 | 4 | 5 | -18 | 4 | 7 | 1 | -6 | 5 | -28 | -9
Cc1ccc(-c2nnn(CC(=O)N(Cc3cccs3)C(C(=O)NC3CCCCC3)c3ccco3)n2)o1 (configuration not stated) | -10 | 4 | 19 | -28 | 41 | -1 | 2 | 3 | 15 | 13 | 8
CC(=O)Oc1ccc(C(=O)Nc2ccccc2C(=O)Nc2cccc(C(=O)O)c2)cc1 | -16 | 18 | 1 | -16 | -12 | 11 | -1 | 4 | 11 | -10 | -1
S=C(NC1CCCC1)N1CCOCC1 | 16 | 16 | 4 | -1 | -8 | 7 | 5 | 0 | 6 | 12 | 7
COc1ccccc1Oc1ccc(N/C=C/C(=O)C(C)(C)C)cc1 | 4 | -13 | 12 | -21 | -3 | -8 | 4 | -7 | -35 | 7 | -8
CC(=O)C1=C(C)NC(=O)NC1c1ccc(Cl)cc1 (configuration not stated) | -16 | 10 | -8 | 2 | -2 | 3 | 2 | -3 | -5 | 23 | 4
O=C(O)c1ccc(-n2[nH]c3c(c2=O)CCCC3)cc1 | -4 | 4 | 13 | -3 | -14 | -16 | 0 | 7 | 8 | -3 | 2
N#Cc1ccccc1Cn1c(=O)n(CCCC(=O)NCc2ccc3c(c2)OCO3)c(=O)c2ccccc21 | 26 | 14 | 11 | 6 | -4 | 10 | 1 | -32 | 20 | 17 | -13
Cc1cc(C(=O)COc2cccc3cccnc23)c(C)n1C | 13 | -59 | -7 | -7 | -13 | 0 | 9 | -8 | -75 | -41 | -8
CCC(=O)Nc1ccc(-c2nnc(SCC(=O)N3CCCCC3)n2C)cc1 | 12 | 5 | 5 | -11 | -6 | -4 | 4 | -3 | 1 | 15 | 8
O=C(Nc1ccc2c(c1)OCO2)c1cnn2c1NC(c1ccco1)CC2C(F)(F)F (configuration not stated) | 19 | -15 | 10 | -49 | 9 | -10 | 3 | -24 | 2 | 16 | -18
Cc1ccc(-c2nnc(OCc3nc4ccccc4n3C)c3ccccc23)cc1 | 17 | -12 | 2 | -77 | -5 | -1 | -2 | 0 | 11 | 15 | 3
CCCC1CCc2[nH]nc(C(=O)NN)c2C1 (configuration not stated) | 1 | -57 | 2 | -13 | -9 | -21 | -1 | -14 | 5 | -3 | 3
CCc1nc2ccc(C(=O)NCCC(C)C)cn2c1N(C)Cc1ccc(OC)cc1 | 31 | 9 | x | -49 | -5 | -13 | x | -19 | 18 | 18 | 17
CC(C)CCN1C(=O)c2cccc3c(N)ccc(c23)C1=O | -176 | -332 | -27 | -34 | -94 | -12 | 1 | 3 | -200 | -3 | 23
CCOc1ccc(NC(=O)c2ccc(NC(=O)CSc3nc4ccccc4c(=O)[nH]3)cc2)cc1 | -25 | 5 | -3 | -64 | 3 | 3 | -4 | -2 | 22 | -2 | 10
CC(C)OC(=O)CSc1nc(Cc2cccs2)nc2ccccc12 | -4 | 21 | 4 | -3 | -13 | 2 | 0 | 1 | 1 | 6 | -5

Single values from the results shown:
Reading of COc1ccc(N(Cc2cc3ccc(C)cc3[nH]c2=O)C(C)=O)cc1 in TROY NFkB inh: 7
Reading of Cc1cc(C(=O)COc2cccc3cccnc23)c(C)n1C in C8 TRAIL sens: -8

(next part)
SMILES | CF NFkB inh | HIF-2a block | MITF TRPM1 inh | TWEAK-Fn14 inh | NR2E3 ag-1 | TROY NFkB inh | NR2E3 ag-2 | KKLEB tox | Peg3 prom inh | Shn3 inh set2 | C8 TRAIL sens
CCOc1ccc2nc(NC(=O)c3ccc(C)o3)sc2c1 | 9 | -270 | -44 | 34 | -104 | -6 | -5 | -16 | -337 | -48 | 58*
O=C(N/N=C/c1ccc(-c2cccc([N+](=O)[O-])c2)o1)[C@H]1C[C@@H]1c1ccccc1 | -24 | 10 | -8 | 7 | 3 | 22 | 2 | 6 | -7 | -4 | -12
CC1(C(=O)Nc2nnc(C(C)(C)C)s2)Cc2ccccc2C(=O)O1 (configuration not stated) | 9 | -5 | -6 | -17 | -24 | 3 | 1 | -4 | 8 | 5 | -2
Cc1oc(S(=O)(=O)N2CCCCC2)cc1NC(=O)Nc1ccccc1 | 14 | 10 | 11 | 5 | -2 | -8 | 1 | -2 | 5 | 4 | -1
CC1CC(C)(C)Nc2ccc(OC(=O)c3ccco3)cc21 (configuration not stated) | 12 | 45* | 35 | 89* | 23 | 49 | 1 | 5 | -16 | 51 | 34
COCCN=C1Sc2nc3cc4c(cc3cc2CN1CC1CCCO1)OCO4 (configuration not stated) | 8 | 14 | 2 | -1 | 2 | 1 | 1 | -8 | 27 | 6 | -3
Cc1cc(SCC(=O)Nc2ccc3[nH]c(=O)[nH]c3c2)nc2ccccc12 | -30 | 2 | 0 | -22 | 19 | 3 | x | 3 | 19 | 6 | 23
O=c1cc(-c2ccc(O)c(O)c2)oc2cc(O[C@@H]3O[C@H](CO)[C@@H](O)[C@H](O)[C@H]3O)cc(O)c12 | 13 | -2 | -25 | 14 | -24 | 0 | x | -4 | -82 | -41 | 4
C=CCOC(=O)C(C#N)c1nc2ccccc2nc1N1CCCC1 (configuration not stated) | 12 | 9 | -3 | 3 | -2 | 16 | 1 | -9 | 18 | 17 | 7
CCSc1nnc(NC(=O)C2CC2c2ccccc2)s1 (configuration not stated) | -10 | -27 | -1 | 27 | 19 | -40 | 1 | 3 | -10 | -22 | -11
COc1ccc(C(=O)/C=C/c2ccc(N3CCCCC3)c([N+](=O)[O-])c2)cc1 | 6 | -9 | 16 | 18 | -3 | -38 | 2 | 0 | 6 | 14 | 8
CCOc1ccc(NC(=O)COC(=O)Cn2nc(C)c([N+](=O)[O-])c2C)cc1OCC | 5 | 5 | 5 | 9 | -35 | -14 | x | -7 | 1 | -5 | -1

An excerpt, so the mix of outcomes need not match the whole.
